Bioassay records deposited in PubChem BioAssay by National Center for Advancing Translational Sciences (NCATS).
FUS suppressor – qHTS for Suppressors of FUS Proteinopathy: Primary screen using FUS-linked yeast assay. S. cerevisiae FUS-expressing, growth rescue, OD600, 24 h. Potency, µM (highest dose often 76.6 µM), for inactives: at the top dose growth rescue (activation), hits mostly activators. actives 0.24% (n = 390,000);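 note: potency is the fitted concentration of half-maximal effect; plate controls were DMSO vehicle for no effect and reference control for full effect; nearly all actives have a fitted effect of over 55% in size; some results filed as inactive show a strong effect at the top dose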
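Quantitative HTS measuring growth restoration of FUS-toxic yeast. Galactose-induced cells (OD 0.005) were exposed 24hr at 30C to compounds at several concentrations, then absorbance at 600 nm was recorded.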
WRN inhibitor – qHTS for Inhibitors of WRN Helicase. Bifunctional 3'-5' exonuclease/ATP-dependent helicase WRN (Homo sapiens), Q14191. WRN helicase unwinding, fluorescent forked duplex, kinetic. Potency, µM (highest dose often 114 µM), inactives show at the top dose activity change, negative = inhibition, most hits filed as inhibitors. actives 0.46% (n = 360,000); note: potency is the fitted concentration of half-maximal effect; % is set by controls: 0 for no effect and ±100 for the full control effect; nearly all actives have a fitted effect of over 55% in size
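Screening of the MLSMR collection measured strand separation of a quenched forked DNA duplex (100 nM) by 20 nM WRN with 2 mM ATP, all final. Compounds were preincubated with enzyme 15 min at room temperature.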
PLK1 PBD block – qHTS for Inhibitors of PLK1-PDB (polo-like kinase 1 - polo-box domain): Primary Screen; Plk1 PBD binding of FITC phosphopeptide, fluorescence polarization; actives 2.8% (n = 360,000); Serine/threonine-protein kinase PLK1 (Homo sapiens), P53350; Potency, µM, without a hit: max response, negative = inhibition, most hits filed as inhibitors; note: potency is the fitted concentration of half-maximal effect; series mostly up to about 57 µM; % is set by controls: 0 for no effect and ±100 for the full control effect; nearly all actives have a fitted effect of over 65% in size
EPAC1 agonist – qHTS for Agonist of cAMP-regulated guanine nucleotide exchange factor 3 (EPAC1): primary screen. EPAC1 agonist qHTS, biochemical assay; response scale: 100% = response to 6.5 mM cAMP. Rap guanine nucleotide exchange factor 3 (Homo sapiens), O95398. Potency, µM (doses to about 154 µM), without a hit: at the highest dose activation, actives largely listed as activators. actives 0.073% (n = 360,000); note: potency is the fitted concentration of half-maximal effect; nearly all actives have a fitted effect of over 60% in size
Target sequence (O95398 whole entry, looked up): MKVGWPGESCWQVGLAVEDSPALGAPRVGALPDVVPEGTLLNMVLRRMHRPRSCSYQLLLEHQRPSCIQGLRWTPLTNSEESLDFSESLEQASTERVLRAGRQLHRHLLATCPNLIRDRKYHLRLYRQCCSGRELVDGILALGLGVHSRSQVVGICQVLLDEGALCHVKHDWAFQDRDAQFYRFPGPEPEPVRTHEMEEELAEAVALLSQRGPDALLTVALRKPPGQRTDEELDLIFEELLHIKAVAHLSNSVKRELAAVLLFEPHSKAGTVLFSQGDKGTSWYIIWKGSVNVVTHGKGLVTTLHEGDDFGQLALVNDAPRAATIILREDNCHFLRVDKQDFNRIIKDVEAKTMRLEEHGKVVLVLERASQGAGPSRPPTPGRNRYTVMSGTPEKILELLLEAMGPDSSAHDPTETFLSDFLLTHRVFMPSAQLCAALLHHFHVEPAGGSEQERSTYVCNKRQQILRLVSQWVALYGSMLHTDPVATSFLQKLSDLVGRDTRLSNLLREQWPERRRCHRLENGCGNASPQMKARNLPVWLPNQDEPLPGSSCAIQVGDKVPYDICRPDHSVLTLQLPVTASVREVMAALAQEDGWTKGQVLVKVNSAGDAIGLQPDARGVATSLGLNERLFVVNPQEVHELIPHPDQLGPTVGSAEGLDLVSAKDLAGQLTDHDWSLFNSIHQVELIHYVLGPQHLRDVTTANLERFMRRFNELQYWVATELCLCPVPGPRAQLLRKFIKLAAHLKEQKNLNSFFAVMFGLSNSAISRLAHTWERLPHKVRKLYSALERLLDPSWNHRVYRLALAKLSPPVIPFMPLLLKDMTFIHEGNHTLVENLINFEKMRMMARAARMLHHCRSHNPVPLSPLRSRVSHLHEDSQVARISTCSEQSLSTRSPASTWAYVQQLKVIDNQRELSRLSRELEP
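Read-out is the fluorescence drop as BODIPY-GDP leaves Rap1B (480 nm excitation, 540 nm emission), recorded every 5 minutes over 30 minutes. Reactions held 100 nM EPAC1, 250 nM Rap1B–BODIPY-GDP and 50 uM GDP, with 6.5 mM cAMP setting full activation.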
PI5P4K alpha inh – qHTS for Inhibitors of phosphatidylinositol 5-phosphate 4-kinase (PI5P4K); Phosphatidylinositol 5-phosphate 4-kinase type-2 alpha (Homo sapiens), P48426; PI5P4Kalpha enzyme, ADP-Glo luminescence, 60 min; stronger effect = lower value; max response, %; actives 1.2% (n = 330,000); AID 652105, 2013; active = max response of -50% or lower; inconclusive = between -30% and -50%; inactive = -30% or higher; note: value at the top dose of about 77 µM; % is set by controls: 0 for no effect and ±100 for the full control effect
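Single end-point luminescence (ADP-Glo) quantified ADP from PI5P4Kalpha turnover; ATP 5 microM final, 1 h at RT, 0.1% CHAPS and 0.28 mM EGTA in HEPES pH 7.4.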
IL2 activator – qHTS of IL-2 Activators. IL-2 activation reporter assay, cell-based qHTS; stimulated with anti-CD3/CD4/CD28 beads; in transgenic mouse T cells. activation, % (series mostly up to about 46 µM). actives 0.065% (n = 360,000); in the data active = activation above about 50%; inconclusive = mostly about 30% to 49%; note: 0% is about no effect
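Readout is EGFP and DsRed signal by fluorescent plate cytometry after 18 h at 37 degrees C. Transgenic mouse T cells (750/well) received compound for 60 min before bead stimulation (anti-CD3, anti-CD4, anti-CD28); memory T cells served as non-tolerant control.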
Abeta rescue – qHTS for compounds that reverse cellular toxicity of Amyloid beta (A-beta) peptide in yeast: Primary Screen; yeast expressing A-beta42, growth rescue, OD600, 48 h; response scale: 0% DMSO, 100% iron-clioquinol control; Potency, µM (series often up to 46.1 µM), for the others: at the top dose growth rescue, most hits filed as activators; actives 0.063% (n = 410,000); note: potency is the fitted concentration of half-maximal effect; nearly all actives have a fitted effect of over 55% in size
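Growth rescue measured by 600 nm absorbance after 48 h yeast culture at 30 C with compound. Values normalized between DMSO and an equimolar ferric chloride plus clioquinol control.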
EPAC1 antag – qHTS for Antagonist of cAMP-regulated guanine nucleotide exchange factor 3 (EPAC1): primary screen. Potency, µM (doses to about 115 µM), without a hit: top-dose activity change, negative = inhibition, usual class: inhibitors. actives 0.14% (n = 360,000). EPAC1 GEF assay, Rap1b-BODIPY-GDP exchange fluorescence. Rap guanine nucleotide exchange factor 3 (Homo sapiens), O95398;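 note: potency is the fitted concentration of half-maximal effect; plate controls were vehicle for no effect and positive control for full effect; nearly all actives have a fitted effect of over 50% in size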
The depositor's hits bear a star; ? = inconclusive; / = no result given; [ ] = remark or other dose. Unless noted, calls come from the whole dose curve; as a rule, active = well fitted curve in the direction sought with a large enough effect; inconclusive = small, poorly fitted or top-dose-only effect, or another doubt; inactive = no such curve, though single readings can be large; an effect the other way counts as inactive or inconclusive.

1	O=C(Cc1cccc(NC(=O)C2CCN(C(=O)C3CC3)CC2)c1)Nc1cccc(C(=O)N2CCCC2)c1
2	COc1ccccc1/C=C/C(=O)Nc1cccnc1Cl
3	C[C@@H]1CN([C@@H](C)CO)C(=O)CCCn2nncc2CO[C@@H]1CN(C)C(=O)OCc1ccccc1
4	COc1ccc(S(=O)(=O)N(C)CC(=O)NCCC2=CCCCC2)cc1C
5	COC(=O)c1c(-c2ccsc2)sc2ccc(-c3cc(OC)c(OC)c(OC)c3)cc12
6	O=C(Cn1nnc2ccccc2c1=O)N1CCCc2ccccc21
7	Cc1ccc(S(=O)(=O)N2CCCC2C(=O)OCc2nc3sc(C)c(C)c3c(=O)[nH]2)cc1 (centres undefined)
8	Cn1cc(/C=N\O)nc2c(=O)n(-c3ccccc3)c(=O)nc1-2
entry no.	1	2	3	4	5	6	7	8
FUS suppressor	2%	4%	9%	7%	34%	12%	/	1%
WRN inhibitor	12%	-9%	3%	1%	-5%	6%	-11%	-1%
PLK1 PBD block	-9%	4%	-5%	-1%	1%	-8%	-3%	-12%
EPAC1 agonist	9%	-1%	-8%	-1%	3%	5%	5%	8%
PI5P4K alpha inh	4	0	2	/	10	/	3	-8
IL2 activator	-0.9	0.5	3.8	0.9	-0.5	-0.6	-0.8	-1.9
Abeta rescue	-10%	21%	-6%	-4%	7%	11%	-3%	-14%
EPAC1 antag	-3%	16%	-11%	3%	-7%	3%	-5%	12%

9	COc1cc2cc(CN(C(=O)NC3CCCCC3)C3CCCC3)c(=O)[nH]c2cc1OC
10	COc1ccc(-c2[nH]ncc2CN2CCN(C(=O)c3cccs3)CC2)c(F)c1
11	C/C(=N\NC(=O)c1ccc2c(c1)OCCO2)c1ccccc1
12	Cc1c(NC2(c3nnnn3-c3ccc(Br)cc3)CCCCC2)c(=O)n(-c2ccccc2)n1C
13	Cc1cc(C)c(NC(=O)c2ccc3nccnc3c2)c(C)c1
14	CCc1ccc(C(=O)CN2C(=O)NC3(CCc4ccccc43)C2=O)cc1 (centres undefined)
15	Cc1cc(C(=O)COC(=O)C2=NN(c3ccccc3)C(=O)CC2)c(C)n1CC(F)(F)F
16	CCOc1cc(N2CCOCC2)c(OCC)cc1NC(=O)c1ccc(OCc2c(C)noc2C)c(OC)c1
entry no.	9	10	11	12	13	14	15	16
FUS suppressor	16%	/	-17%	39%	-3%	12%	16%	16%
WRN inhibitor	-10%	-25%	-6%	-4%	1%	1%	0%	4%
PLK1 PBD block	1%	-18%	-5%	-10%	3%	-12%	2%	4%
EPAC1 agonist	-10%	13%	1%	6%	-12%	7%	-3%	-1%
PI5P4K alpha inh	0	-7	-5	/	-27	-6	-1	-7
IL2 activator	0.2	-2.8	0.9	-3.5	0.1	0.0	-0.4	-1.1
Abeta rescue	12%	-12%	-6%	-9%	7%	7%	9%	-9%
EPAC1 antag	-1%	-16%	11%	-3%	-8%	-12%	6%	4%

17	CC1=CCC(C(=O)O)(C(=O)N/N=C/c2cccs2)C(c2ccc(Cl)cc2)C1 (centres undefined)
18	COc1ccccc1CN1C(=O)[C@@H]2C(CCC(N)=O)NC3(C(=O)Nc4c3ccc(Cl)c4C)[C@@H]2C1=O (some centres undefined)
19	CC(C)CCN(C(=O)c1csnn1)C(C(=O)NC1CCCCC1)c1ccc(F)cc1 (centres undefined)
20	CCN1CCN(c2ccc(NC(=O)c3ccco3)cc2)CC1
21	COc1ccc(C(=O)/C=C/c2ccc(OC3CSC3)cc2)cc1
22	O=C(CCC(=O)N(CC(=O)NC1CCCCC1)c1ccc(F)cc1)Nc1nccs1
23	CCOC(=O)C1CCCN(Cc2ccc(OC)c(OCc3ccccc3)c2)C1 (centres undefined)
24	CC(C)CC(=O)NNC(=S)NCc1ccco1
entry no.	17	18	19	20	21	22	23	24
FUS suppressor	40%	18%	36%	-6%	8%	-2%	-8%	0%
WRN inhibitor	0%	-9%	-3%	9%	-1%	4%	-1%	-5%
PLK1 PBD block	-10%	-2%	-11%	-11%	-4%	5%	2%	-7%
EPAC1 agonist	7%	5%	-3%	-3%	2%	-2%	5%	-2%
PI5P4K alpha inh	/	-18	-3	-3	6	2	-2	-7
IL2 activator	-2.9	-1.1	-2.9	-2.7	-3.7	0.1	0.6	1.5
Abeta rescue	32%	-1%	9%	-14%	6%	10%	20%	-16%
EPAC1 antag	-6%	6%	5%	-7%	-11%	-2%	24%	3%

25	COc1ccccc1NC(=O)C1=C(C)Nc2nc3ccccc3n2C1c1cccs1 (centres undefined)
26	O=C1NC(CCO)C(=O)NC1CCO (centres undefined)
27	O=C(NC1CCCCC1)C(c1cccs1)N(C(=O)c1ccccn1)c1ccccc1 (centres undefined)
28	CC(C(=O)NC1CCCC1)N(Cc1ccco1)C(=O)c1snc(C(=O)NC2CCCC2)c1N (centres undefined)
29	CCC(C)Nc1nc(Cl)nc(NCCOc2ccccc2)n1 (centres undefined)
30	O=C(Nc1ccc2c(c1)OCO2)c1ccc2sc([C@H]3C[C@H](O)[C@@H](CO)O3)nc2c1
31	CCCc1cc(=O)oc2c(CN3CCN(C)CC3)c(O)c(Cl)cc12
32	COc1ccc2c(C)nc(N/C(N)=N/S(=O)(=O)c3ccc(C)cc3)nc2c1
entry no.	25	26	27	28	29	30	31	32
FUS suppressor	30%	-20%	-16%	17%	7%	-15%	3%	12%
WRN inhibitor	-30%[57.1 µM]	10%	2%	-6%	-2%	-2%	-4%	-2%
PLK1 PBD block	1%	1%	-23%	-1%	-8%	-11%	-7%	5%
EPAC1 agonist	-2%	-2%	-8%	12%	-5%	-1%	-6%	6%
PI5P4K alpha inh	5	3	3	/	-1	6	6	1
IL2 activator	1.0	0.1	0.7	-1.9	-3.9	0.0	-1.6	0.2
Abeta rescue	8%	-6%	7%	8%	-4%	-2%	10%	-5%
EPAC1 antag	9%	4%	1%	-17%	-23%	-5%	0%	-8%

Among those listed so far, these have two or more sulfur atoms.
5	COC(=O)c1c(-c2ccsc2)sc2ccc(-c3cc(OC)c(OC)c(OC)c3)cc12
7	Cc1ccc(S(=O)(=O)N2CCCC2C(=O)OCc2nc3sc(C)c(C)c3c(=O)[nH]2)cc1 (centres undefined)
entry no.	5	7
FUS suppressor	34%	/
WRN inhibitor	-5%	-11%
PLK1 PBD block	1%	-3%
EPAC1 agonist	3%	5%
PI5P4K alpha inh	10	3
IL2 activator	-0.5	-0.8
Abeta rescue	7%	-3%
EPAC1 antag	-7%	-5%

Following part
33	O=C(N[C@@H](Cc1ccc(O)cc1)C(=O)O)c1ccncc1
34	O=C(CC(c1ccccc1)c1cc(Cl)ccc1O)N1CCOCC1 (centres undefined)
35	COc1ccc(NC(=O)CCSc2ccc3ccccc3n2)cc1
36	Cc1oc(C(N)=O)nc1-c1ccccc1
37	CC(=O)OCC(=O)C1(O)CCC2C3CCC4=CC(=O)CCC4(C)C3C(O)CC21C (centres undefined)
38	Cc1ccc(C(=O)CSc2nnc(C(C)C)n2C)cc1C
39	O=C(c1cn(-c2ccccc2)nc1-c1cc2ccccc2oc1=O)N1CCOCC1
40	O=C(c1[nH]c(C(F)(F)F)nc1-c1ccccc1)N1CCN(c2ncccc2C(F)(F)F)CC1
entry no.	33	34	35	36	37	38	39	40
FUS suppressor	-19%	10%	/	0%	-22%	10%	10%	7%
WRN inhibitor	-1%	-14%	-17%	-1%	4%	-6%	-4%	-3%
PLK1 PBD block	?	-11%	-27%	-5%	5%	-22%	-4%	-7%
EPAC1 agonist	16%	5%	2%	-5%	-9%	2%	5%	11%
PI5P4K alpha inh	8	0	-5	0	9	-13	1	5
IL2 activator	-1.8	-2.1	-0.6	-0.6	-0.8	2.2	0.4	-0.2
Abeta rescue	-6%	14%	-1%	-17%	-4%	-3%	6%	-3%
EPAC1 antag	1%	-2%	-8%	31%[activator]	0%	-14%	-3%	-7%

41	CCC(CC)NC(=O)c1cccc(Br)c1
42	Cc1ccc(C(=O)OCC(=O)c2cc(C)n(CC3CCCO3)c2C)cc1 (centres undefined)
43	N#CCCN(C(=O)CSc1nc(-c2ccccc2)cn1N)c1ccc(F)cc1
44	CCCCN(C(=O)CC1CCCC1)c1c(N)n(CCC)c(=O)[nH]c1=O
45	COc1ccc(-c2cc(C(=O)Nc3ccccc3O)c3ccccc3n2)cc1
46	COc1ccc(C(=O)NCC(=O)NCC(=O)OCC(=O)c2ccc(Br)cc2)cc1
47	O=C(NCc1ccco1)C(c1ccccc1)N(C(=O)Cc1cccs1)c1ccccc1F (centres undefined)
48	O=C(COC(=O)c1cccc(S(=O)(=O)N2CCOCC2)c1)Nc1nc(-c2ccccc2Cl)cs1
49	CCOC(=O)c1ccccc1NC(=O)/C=C/C(=O)O
entry no.	41	42	43	44	45	46	47	48	49
FUS suppressor	-13%	17%	0%	-12%	-14%	3%	5%	10%	/
WRN inhibitor	-1%	-34%	0%	2%	-8%	-31%	-4%	-8%	2%
PLK1 PBD block	2%	-2%	-7%	3%	0%	-3%	-19%	-1%	2%
EPAC1 agonist	3%	-1%	-3%	-9%	5%	2%	-1%	9%	-5%
PI5P4K alpha inh	0	2	4	3	-106*	-7	-5	3	5
IL2 activator	-0.2	-2.8	0.2	-0.2	-2.8	-0.9	0.3	1.0	0.7
Abeta rescue	8%	-13%	23%	-7%	6%	8%	19%	29%	15%
EPAC1 antag	-3%	-26%	10%	-4%	1%	12%	-5%	2%	-1%

3 of the entries above in order of the EPAC1 antag value, rising:
#	Structure	WRN inhibitor	PLK1 PBD block	EPAC1 agonist	PI5P4K alpha inh	EPAC1 antag
42	Cc1ccc(C(=O)OCC(=O)c2cc(C)n(CC3CCCO3)c2C)cc1 (centres undefined)	-34%	-2%	-1%	2	-26%
47	O=C(NCc1ccco1)C(c1ccccc1)N(C(=O)Cc1cccs1)c1ccccc1F (centres undefined)	-4%	-19%	-1%	-5	-5%
46	COc1ccc(C(=O)NCC(=O)NCC(=O)OCC(=O)c2ccc(Br)cc2)cc1	-31%	-3%	2%	-7	12%

Random draw from the library. Share with any hit: about 4.1%.
